Assay outcomes: PubChem, several laboratories
DAX1 inh-1: DAX1 (NR0B1) inhibitors, primary screen, cell-based, HEK293, Gal4-DAX1, luciferase luminescence; HEK293 Gal4-DAX1 luciferase reporter; inhibition, % at 6.75 µM; 340,000 compounds, 0.99% hits; AID 504766, 2011;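 active = inhibition above the mean over all tested compounds plus 3 SD, cut at about 4.2% in these data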;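 note: 0% = DAX1-transfected cells with DMSO and 100% = empty-vector control cells with DMSO; inhibition shows as a rise in luminescence from relieved DAX1 repression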
DAX1 inh-2: DAX1 (NR0B1) inhibitors on StAR promoter, primary screen, cell-based, luminescence, SF-1 (NR5A1), full-length DAX-1 | HEK293T StAR-luciferase reporter, SF-1/DAX-1 repression relief | inhibition, % at 6.8 µM | 370,000 compounds, 1.1% hits | AID 652010, 2013;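 active = inhibition above the mean over all tested compounds plus 3 SD, cut at about 3.6% in these data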;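 note: 0% = DAX-1 cells with DMSO and 100% = cells lacking DAX-1 with DMSO; higher inhibition means more luminescence from relief of DAX-1 repression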
ssDAF12 agonist: S. stercoralis DAF-12 nuclear receptor activators, primary screen, cell-based, luminescence, HEK293, GRIP1 co-expression, lit1-tk-luc; Nuclear hormone receptor DAF-12 (Strongyloides stercoralis); AID 652126, 2013; HEK293 ssDAF-12/GRIP1 lit1-tk-luc reporter; % of 3 µM dafachronic acid response; 370,000 compounds, 1% hits; activation, % at 6.8 µM;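 active = activation above the mean over all tested compounds plus 3 SD, cut at about 0.9% in these data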;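 note: 0% = DMSO-only wells and 100% = 3 µM delta7-dafachronic acid wells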
HGIII-sPLA2 inh: human group III sPLA2 inhibitors, primary screen, biochemical, QFRET, BODIPY PC-A2 liposome substrate; Group 3 secretory phospholipase A2 (Homo sapiens), Q9NZ20; QFRET BODIPY PC-A2 liposome hydrolysis, fluorescence; inhibition, % at 12.2 µM; 370,000 compounds, 0.56% hits;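 active = inhibition above mean plus 3 SD of compounds lying within the high and low control bounds, cut at about 19% in these data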;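 note: 0% = median of test compound wells and 100% = no enzyme DMSO wells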
Target sequence (Q9NZ20 whole entry, looked up): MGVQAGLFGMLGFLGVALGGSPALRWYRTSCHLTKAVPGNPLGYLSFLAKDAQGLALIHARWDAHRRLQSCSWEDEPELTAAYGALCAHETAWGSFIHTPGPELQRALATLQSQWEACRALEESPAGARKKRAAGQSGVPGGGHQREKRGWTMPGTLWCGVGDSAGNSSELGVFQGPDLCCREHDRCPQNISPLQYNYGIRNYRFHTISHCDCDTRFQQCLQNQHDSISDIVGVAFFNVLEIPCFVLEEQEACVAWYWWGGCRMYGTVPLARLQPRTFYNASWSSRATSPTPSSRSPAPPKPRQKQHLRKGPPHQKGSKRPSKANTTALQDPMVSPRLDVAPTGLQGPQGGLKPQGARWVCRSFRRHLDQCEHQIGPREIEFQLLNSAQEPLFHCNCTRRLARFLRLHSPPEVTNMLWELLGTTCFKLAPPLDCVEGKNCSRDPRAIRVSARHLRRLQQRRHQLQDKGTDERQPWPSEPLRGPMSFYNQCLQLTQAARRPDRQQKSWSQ
NPR2 activator: human GC-B receptor activators, primary screen, HEK293 GC-B cells, cGMP TR-FRET, EC30 CNP; Atrial natriuretic peptide receptor 2 (Homo sapiens), P20594; 0% at EC30 CNP, 100% saturating CNP; activation, % at 10 µM; 370,000 compounds, 0.11% hits; AID 1920062, 2024;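 active = activation at 10 µM reaching about 35% in either raw or pattern-adjusted values, limit read from the data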
GAA850 FXN act: FXN promoter activators, primary screen, cell-based, luciferase luminescence, HEK293 lucGAA850. HEK293 lucGAA850 FXN promoter luciferase reporter, 24 h; percent of 10 µM SAHA response. activation, % at 6 µM. 360,000 compounds, 0.56% hits. AID 540364, 2011;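 active = activation above the average of all compounds screened plus 3 SD, cutoff fixed separately per campaign, cut at about 7.5% in these data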;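 note: 0% = DMSO wells and 100% = 10 µM SAHA wells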
GC-A act: GC-A stimulated cGMP production enhancers – HEK293 GC-A cells, cGMP TR-FRET, EC30 ANP, primary screen. 0% at EC30 ANP, 100% saturating ANP. activation, % at 10 µM. 370,000 compounds, 0.14% hits. Atrial natriuretic peptide receptor 1 (Homo sapiens), P16066; in the data active = activation above about 40%
ADAM10 inh: human ADAM10 inhibitors, primary screen, biochemical, QFRET, HTS; Disintegrin and metalloproteinase domain-containing protein 10 (Homo sapiens), O14672; recombinant ADAM10, EDANS/DABCYL FRET peptide cleavage, 3 h; inhibition, % at 7 µM; 370,000 compounds, 0.62% hits; AID 720582, 2013;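 active = inhibition above a per-campaign cutoff equal to the mean of compounds falling between control-based bounds plus 3 SD, cut at about 20% in these data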;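 note: 0% = DMSO wells while the 100% control is not disclosed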
Target sequence (O14672 214-748 limits assumed): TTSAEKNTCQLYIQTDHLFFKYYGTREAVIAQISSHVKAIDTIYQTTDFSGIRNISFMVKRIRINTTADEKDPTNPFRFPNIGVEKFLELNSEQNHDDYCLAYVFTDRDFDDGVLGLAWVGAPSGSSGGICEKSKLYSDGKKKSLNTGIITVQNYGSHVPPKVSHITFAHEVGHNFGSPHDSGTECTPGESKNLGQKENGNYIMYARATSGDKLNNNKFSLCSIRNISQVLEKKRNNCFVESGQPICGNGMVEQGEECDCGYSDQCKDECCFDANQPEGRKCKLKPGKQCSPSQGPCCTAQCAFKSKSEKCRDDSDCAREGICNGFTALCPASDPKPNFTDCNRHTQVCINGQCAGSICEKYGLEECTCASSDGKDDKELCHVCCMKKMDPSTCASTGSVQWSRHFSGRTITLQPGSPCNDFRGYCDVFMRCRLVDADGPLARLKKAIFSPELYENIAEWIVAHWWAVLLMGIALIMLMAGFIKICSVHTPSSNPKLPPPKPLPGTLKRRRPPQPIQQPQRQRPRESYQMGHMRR
hcDAF-12 act: H. contortus DAF-12 nuclear receptor activators, primary screen, cell-based, luminescence, HEK293, lit1-tk-luc reporter; AID 652067, 2013; HEK293 hcDAF-12 lit1-tk-luc reporter; 0% DMSO, 100% Δ7-dafachronic acid; activation, % at 6.8 µM; 370,000 compounds, 1.4% hits;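 active = activation above the mean of all tested compounds plus 3 SD, cut at about 5.5% in these data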;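 note: 100% = response to 3 µM Δ7-dafachronic acid high control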
hgDAF-12 ag: H. glycines DAF-12 receptor agonists, primary screen, cell-based, luminescence, HEK293, GAL4 fusion, UAS-luciferase. HEK293 GAL4-hgDAF12 UAS-luciferase reporter, agonist luminescence; normalized to butyrate control. activation, % at 6.8 µM. 370,000 compounds, 1.8% hits;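 active = activation above a cutoff set at the mean of all screened compounds plus 3 SD, cut at about 10% in these data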;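 note: 0% = DMSO wells and 100% = sodium butyrate wells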
SMARCA2 act: SMARCA2 (BRM) function activators, primary screen, cell-based, luminescence, high throughput. MG213 cells, MMTV-luciferase reporter, dexamethasone, overnight. activation, % at 9.1 µM. 370,000 compounds, 1% hits; in the data active = activation above about 7.8%;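 note: 0% = vehicle wells and 100% = reference activator wells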
Active calls of the source: *; i = inactive; x = not tested or not shown.

SMILES | DAX1 inh-1 | DAX1 inh-2 | ssDAF12 agonist | HGIII-sPLA2 inh | NPR2 activator | GAA850 FXN act | GC-A act | ADAM10 inh | hcDAF-12 act | hgDAF-12 ag | SMARCA2 act
CCCOc1ccccc1N/C(N)=N/c1nc(C)cc(C)n1 | -2.1 | 0.4 | -1.6 | 2.2 | -0.1 | 0.1 | -3.7 | 0.9 | -0.8 | -4.2 | -1.2
CCOC(=O)C1CCCN(C(=O)C2CCN(S(=O)(=O)c3ccc4ccccc4c3)CC2)C1 (centres undefined) | -1.4 | -3.6 | -0.4 | -16.3 | -19.7 | 0.9 | -22.7 | -3.1 | -1.8 | -1.9 | -3.0
COc1cc(NC(=O)c2cc(Br)cc(C)c2OC)ccc1NC(=O)C(C)C | -1.1 | -0.4 | -1.2 | -0.3 | -0.3 | -2.9 | -4.7 | -2.4 | -0.4 | -1.4 | -1.2
O=C(COC(=O)c1c2c(nc3ccccc13)/C(=C\c1ccco1)CC2)NC1CCCC1 | 0.8 | -0.2 | -1.4 | 1.7 | -1.7 | 0.2 | -18.0 | -30.2 | -0.4 | 4.2 | 2.5
COc1ccc2[nH]c(=O)c(C(c3nnnn3CC3CCCO3)N3CCc4ccccc4C3)cc2c1 (centres undefined) | 1.2 | 0.7 | -1.4 | -1.9 | 2.1 | 2.3 | -3.6 | i | 0.6 | -0.9 | 1.6
COc1ccc(C(=O)NC(=S)Nc2ccc(S(=O)(=O)Nc3cc(OC)nc(OC)n3)cc2)cc1 | 1.2 | -0.1 | -1.1 | -14.3 | 1.2 | 3.5 | -1.2 | 18.8 | -1.8 | 1.4 | 1.9
Cc1ccccc1-c1cc(C(=O)n2cccn2)c2cc(Cl)ccc2n1 | -1.7 | -0.3 | -0.5 | 3.4 | -15.0 | 0.7 | -14.3 | -1.7 | 0.1 | 1.5 | -1.4
CC(=O)c1cccc(N(C(=O)Cn2nnc3ccccc32)C(C(=O)NCc2ccccc2)c2ccccn2)c1 (centres undefined) | 0.6 | -0.5 | -0.9 | -8.8 | 2.0 | 0.0 | -5.9 | 5.8 | 0.2 | 0.0 | 0.4
Cc1ccc(-n2nc3c(=O)n(CCCC(=O)N4CCC(C(N)=O)CC4)nc(C)c3c2C)cc1 | 0.2 | -1.7 | -1.6 | -4.1 | -2.0 | 2.5 | -0.8 | -10.9 | 0.9 | 1.9 | -0.4
Cc1ccc(S(=O)(=O)N2CCN(CC(=O)Nc3ccccc3Cl)CC2)cc1 | -0.5 | -1.3 | -1.4 | 4.1 | 1.7 | 0.9 | -1.7 | -4.4 | -0.9 | -1.0 | 0.1
Cc1ccc(S(=O)(=O)/N=C(/NC(=S)Nc2c(C)n(C)n(-c3ccccc3)c2=O)c2ccccc2)cc1 | -1.8 | 0.2 | -1.3 | 7.2 | 0.5 | 4.3 | -0.7 | -9.7 | -1.0 | 1.6 | -2.8
COc1ccccc1/C=C1\SC(=S)N(CC(=O)Nc2nnc(C)s2)C1=O | x | 0.6 | -1.5 | 2.4 | -1.2 | x | -4.5 | 4.1 | -0.6 | -2.7 | -2.8
CC(C)C(NC(=O)C1CCCCC1)C(=O)NCc1ccccn1 (centres undefined) | 0.5 | -0.1 | -1.2 | 15.7 | -1.0 | -0.9 | -6.2 | -2.2 | -0.9 | 0.8 | -0.8
CCC(C)c1c(NS(=O)(=O)c2ccc(C)cc2)o[nH]c1=O (centres undefined) | 0.2 | 1.0 | -1.1 | 1.3 | 2.5 | -1.0 | -1.0 | -1.8 | 0.1 | -0.6 | -0.9
CCO[C@@H]1OC(C(=O)NCc2ccccc2)=C[C@H](C2CCCCC2)[C@H]1CCCO | -1.0 | -0.2 | -0.6 | -3.8 | -0.3 | 3.1 | -1.6 | 14.1 | -2.6 | -1.0 | -0.3
O=C(NCCc1nnc2ccc(NCc3cccnc3)nn12)c1ccccc1F | -1.6 | 0.5 | -1.4 | 4.5 | -2.1 | -1.8 | -2.5 | -6.0 | 1.0 | 2.3 | -1.6
Cc1cccc(CCNC(=O)c2cccc(NC3=NC4CS(=O)(=O)CC4S3)c2)c1 (centres undefined) | 0.5 | 1.2 | -0.9 | 11.5 | 2.0 | 16.4* | -1.8 | -12.3 | -0.6 | -1.3 | -2.1
COCc1ccc(C(=O)N2CCCC(C(=O)c3ccc(Cl)cc3C)C2)o1 (centres undefined) | 0.1 | -0.6 | -1.1 | -0.3 | -5.4 | 2.6 | -0.8 | 2.3 | -1.3 | -3.7 | -2.4
COc1ccc(Oc2coc3cc(OC(=O)c4cncc(Br)c4)ccc3c2=O)cc1 | -0.8 | -0.2 | -1.1 | -7.1 | -0.1 | 1.4 | -4.5 | -120.1 | -1.1 | -1.1 | -3.4
Cc1ccc(CN=C(N)Nc2nc(C)cc(C)n2)cc1 | -1.2 | -1.8 | -1.5 | 4.8 | -3.0 | -5.4 | -5.2 | 10.1 | 1.4 | -0.1 | -1.2
OC(COc1ccccc1)CN(Cc1ccccc1)CC(O)COc1ccccc1 (centres undefined) | -1.2 | -0.7 | -1.3 | -23.5 | -5.8 | -2.6 | -3.9 | 14.3 | -1.4 | 0.9 | -0.7
Cc1occc1-c1nnc(SCC(=O)NCc2ccc3c(c2)OCO3)n1CC(C)C | -1.2 | 0.8 | -1.2 | 3.0 | -8.9 | -3.2 | -7.0 | -0.1 | -1.0 | 0.0 | 0.5
CCOc1ccc2[nH]c(=O)c(C(c3nnnn3Cc3ccco3)N3CCN(C)CC3)cc2c1 (centres undefined) | 1.3 | -0.4 | -0.6 | -2.9 | 0.7 | 3.9 | -0.5 | -355.2 | -1.6 | 3.5 | -3.3
NC1=NN(c2c(Cl)cc(Cl)cc2Cl)C(=O)C1 | -0.3 | -0.2 | -0.8 | 5.2 | 2.7 | 0.0 | 2.1 | -16.0 | 0.0 | 0.1 | -3.2
O=C(NNS(=O)(=O)c1ccc(CCCl)cc1)C(O)(c1ccccc1)c1ccccc1 | -1.2 | 0.3 | -1.6 | -16.3 | 0.3 | 0.1 | -2.9 | 4.1 | -0.2 | -0.4 | -1.4
COc1ccccc1OCc1ccc(C(=O)N(C)c2ccccc2)o1 | -0.1 | -0.4 | -1.1 | -1.3 | 8.5 | 1.1 | 4.2 | 0.4 | -1.9 | -2.4 | -0.3
Cc1cc(NC(=O)CCN2C(=O)C3C4CCC(C4)C3C2=O)cc(C)c1Br (centres undefined) | -0.7 | 0.2 | -0.9 | -15.8 | -2.9 | -1.5 | 0.1 | 6.8 | -1.4 | -0.1 | -0.4
Cc1ccc(C)c(NC(=O)C2CCCN2C(=O)OC(C)(C)C)c1 (centres undefined) | -0.4 | -0.3 | -0.5 | 16.1 | 5.4 | -1.2 | -1.5 | 3.1 | -0.2 | 1.7 | -1.9
CCN1CCCC1CNC(=O)c1cc(NC(C)=O)c(N(C)C)cc1OC (centres undefined) | 0.0 | 0.3 | -1.3 | 4.1 | -1.3 | 2.1 | -0.8 | -11.6 | -1.0 | -1.2 | -1.8
COc1cccc(Cn2cnc(-c3ccccc3OC)c2-c2cccnc2)c1 | x | 1.4 | -0.8 | 11.0 | -8.0 | x | -12.4 | -23.1 | 0.1 | -0.6 | -2.8
CCCNC(=O)C1(C)CCN(C(=O)c2cc(C)nn2C(C)(C)C)C1 (centres undefined) | x | -1.0 | -1.1 | 12.3 | -0.6 | 0.8 | 3.5 | -0.4 | -0.5 | -3.6 | -4.7
CNc1ccccc1 | 0.4 | -0.1 | -1.1 | 5.3 | -6.2 | -1.0 | 3.3 | -12.1 | 1.3 | 1.7 | -3.2
CC(=O)/C(C#N)=C1\NC(=O)C(Cc2cc(Cl)ccc2Cl)S1 (centres undefined) | -3.5 | -0.9 | -2.0 | -15.4 | -1.9 | -6.5 | -1.5 | 4.4 | -1.8 | -7.3 | -1.1
O=C(NCc1ccccc1F)Nc1nnc([C@@H]2C[C@H](O)[C@@H](CO)O2)s1 | x | 1.5 | -0.9 | 3.3 | 3.4 | 0.5 | 0.8 | -3.0 | -1.0 | 0.2 | -1.8
Fc1ccc(N2CCN(c3ncnc4c3nnn4Cc3ccccc3Cl)CC2)cc1 | 0.9 | -0.3 | -1.6 | 12.2 | 6.2 | -2.2 | 2.1 | -10.1 | -1.0 | -1.9 | 0.3
O=C(NC1CCc2ccccc21)C1CCN(S(=O)(=O)c2ccc(Cl)cc2)CC1 (centres undefined) | 0.9 | -0.7 | -1.5 | -2.0 | -4.5 | 0.5 | -4.1 | -4.2 | 2.1 | -1.0 | -3.7
Cc1oc(-c2ccc(Cl)cc2)nc1CN1CCC(C(=O)NCCCN2CCCC2=O)CC1 | -0.5 | 1.0 | -1.8 | -7.4 | -7.9 | 1.8 | 1.3 | -3.1 | -1.1 | 0.5 | 1.0
CN(C)CCCNS(=O)(=O)c1cc(Cl)ccc1Cl | -0.3 | 0.2 | -1.2 | 0.9 | 3.6 | -0.8 | 2.4 | -1.0 | 0.2 | -0.5 | 1.8
CCCN(CC1CC1)C(=O)c1ccc(CNC(=O)c2cccc(Br)c2)cc1 | x | -1.1 | -1.9 | -14.8 | 3.7 | x | 1.2 | -2.1 | -2.5 | -3.1 | -5.9
O=C(NCCCN1CCCC1)C1CCN(C(=O)c2cc3sccc3n2Cc2ccc(F)cc2)CC1 | -0.9 | 0.9 | -1.3 | -5.4 | 4.1 | 1.5 | -6.3 | 10.3 | 0.6 | -2.1 | 3.0
COc1cc(CNC2CCCCCC2)cc(OC)c1OC | -0.3 | -0.9 | -1.5 | -0.7 | 0.8 | -2.2 | 0.1 | 0.4 | -1.1 | -0.4 | -3.5
COC(=O)[C@]12C[C@H](CC(=O)N3CCSCC3)C(=O)N(Cc3ccco3)C1=C[C@H](C(C)C)O[C@@H]2C1CC1 | x | 0.6 | -1.5 | -4.2 | -2.4 | x | -5.5 | 6.4 | -1.1 | -3.3 | 1.1
CC(C)C1CC(O)(C2(O)CCCCC2)ON1 (centres undefined) | -0.7 | 0.4 | -0.8 | 3.3 | 2.5 | -0.4 | 4.7 | -4.0 | -1.2 | -1.4 | -2.1
COc1ccc(C2C(C(C)=O)=C(O)C(=O)N2CCO)c(OC)c1 (centres undefined) | 1.9 | 0.6 | -0.8 | -1.1 | 5.5 | -0.6 | 3.9 | -3.4 | -0.5 | 0.1 | 0.6
